Assay outcomes: PubChem BioAssay, Southern Research Specialized Biocontainment Screening Center
Salmonella PhoP GFP – PhoP regulon inhibitors, Salmonella typhi PhoP promoter GFP reporter, confirmatory (AID 1850). Salmonella Typhi PhoP-promoter GFP reporter, fluorescence, 4 h; higher % means a stronger effect. 310,000 compounds, 0.33% hits. inhibition, % at 50 µM, or IC50 in µM where a hit was titrated; in the data active = a potency from the dose series; inconclusive = inhibition mostly from about 25% at the one dose, without a potency; inactive = the rest, 99 in 100 with inhibition below about 19%;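 note: 0% = induced wells with vehicle and 100% = uninduced wells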
tuberculosis growth – growth inhibition of non-replicating M. tuberculosis (AID 488890). Mycobacterium tuberculosis non-replicating, growth inhibition; higher % means a stronger effect. 320,000 compounds, 0.39% hits. inhibition, % at 25 µM; hits with a dose series show IC50 in µM; in the data active = a potency from the dose series; inconclusive = inhibition mostly from about 82% at the one dose, without a potency; inactive = the rest, 99 in 100 with inhibition below about 76%;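 note: plate controls were DMSO cells for no effect and high antibiotic wells for full effect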
inhibitors of VEEV – inhibitors of VEEV TC-83 cytopathic effect, confirmation, Vero cells (AID 588727) | Vero cells, VEEV TC-83 cytopathic effect inhibition; higher % means a stronger effect | 350,000 compounds, 0.13% hits | one-dose inhibition, % at 20 µM; IC50 in µM for titrated hits; in the data active = a potency from the dose series; inconclusive = inhibition mostly from about 14% at the one dose, without a potency; inactive = the rest, 99 in 100 with inhibition below about 12%; note: strong numbers were not always called active
H37Rv inhibition – M. tuberculosis growth inhibition, HTS (AID 449762) | M. tuberculosis H37Rv growth inhibition, 7H9 media; higher % means a stronger effect | one-dose inhibition, % at 25 µM; IC50 in µM for titrated hits | 330,000 compounds, 0.59% hits; in the data active = a potency from the dose series; inconclusive = inhibition above about 70% without an active follow-up result;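 note: bacterial growth assessed after seven days of incubation; strong numbers were not always called active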
influenza NS1A – H1N1 influenza NS1A inhibitors, functional cell based assay (AID 504329); inhibition, % at 12.5 µM, or IC50 in µM where a hit was titrated; NS1A functional cell-based assay, percent inhibition; higher % means a stronger effect; 340,000 compounds, 0.3% hits; in the data active = a potency from the dose series; inconclusive = inhibition above about 27% without an active follow-up result; note: strong numbers were not always called active
inhibitors of VEEV 10K pilot screen – recorded beside inhibitors of VEEV, whose call it bears; inhibition, %; measured here: 10K pilot screen inhibition
The depositor's hits bear a star.

Preview:
Results for CCOC(=O)C(C)Oc1cc(Cl)c(C=O)cc1OC (stereo not given) ?
Salmonella PhoP GFP: 4%; tuberculosis growth: 8.1µM*; inhibitors of VEEV: 0.3%; H37Rv inhibition: inconclusive; influenza NS1A: 8%

Results for NC(N)=N/N=C/c1ccc(OCc2ccc(Cl)cc2Cl)cc1 ?
Salmonella PhoP GFP: 18µM*; tuberculosis growth: inconclusive; inhibitors of VEEV: inactive; H37Rv inhibition: 46%; influenza NS1A: 20%

The listing, from the start:
Results for CCOC(=O)C(C)Oc1cc(Cl)c(C=O)cc1OC (stereo not given) ?
Salmonella PhoP GFP: 4%; tuberculosis growth: 8.1µM*; inhibitors of VEEV: 0.3%; H37Rv inhibition: inconclusive; influenza NS1A: 8%

Results for NC(N)=N/N=C/c1ccc(OCc2ccc(Cl)cc2Cl)cc1 ?
Salmonella PhoP GFP: 18µM*; tuberculosis growth: inconclusive; inhibitors of VEEV: inactive; H37Rv inhibition: 46%; influenza NS1A: 20%

Results for CCc1ccc(N(C(=O)c2ccco2)C(C(=O)NC2CCCC2)c2cccnc2)cc1 (stereo not given) ?
Salmonella PhoP GFP: -10%; tuberculosis growth: 7%; inhibitors of VEEV: inactive; H37Rv inhibition: -13%; influenza NS1A: 11%

What do the screens show for `O=C(CN1CCN(S(=O)(=O)N2CCCCC2)CC1)Nc1ccc(Br)cc1`?
Salmonella PhoP GFP: 1%; tuberculosis growth: 27%; inhibitors of VEEV: 2.0%; H37Rv inhibition: 1%; influenza NS1A: -8%

What do the screens show for `CC(=O)Oc1c(Br)cc(N(C(C)=O)S(=O)(=O)c2ccccc2)c2ccccc12`?
Salmonella PhoP GFP: 0%; tuberculosis growth: inconclusive; inhibitors of VEEV: inactive; H37Rv inhibition: -3%; influenza NS1A: -8%

How did Cc1cccc(C)c1-c1ccc(CN2C(CC(C)C)C(=O)N(Cc3cn(CCO)nn3)CCS2(=O)=O)cc1 (stereo not given) do in these assays?
inhibitors of VEEV: 6.2%; influenza NS1A: -5%

What do the screens show for `CCC(=O)N1CCc2cc(Br)cc(S(=O)(=O)N(C)c3ccc(OC)cc3)c21`?
Salmonella PhoP GFP: 8%; tuberculosis growth: 14%; inhibitors of VEEV: 7.8%; H37Rv inhibition: 1%; influenza NS1A: 1%

How did CC(=O)NC(=S)Nc1cccc2ccc(C)nc12 do in these assays?
Salmonella PhoP GFP: -7%; tuberculosis growth: 20%; inhibitors of VEEV: 0.8%; H37Rv inhibition: 7%; influenza NS1A: 2%

Results for Cn1nnc(NC(=O)COc2ccc(C3CCCCC3)cc2)n1 ?
Salmonella PhoP GFP: 7%; tuberculosis growth: 1.7µM*; inhibitors of VEEV: 0.4%; H37Rv inhibition: inconclusive; influenza NS1A: 1%

What do the screens show for `COc1c(C)cccc1C(=O)Nc1cc(Cl)ccc1N1CCOCC1`?
Salmonella PhoP GFP: -5%; tuberculosis growth: 24%; inhibitors of VEEV: 4.8%; H37Rv inhibition: -2%; influenza NS1A: -4%

What do the screens show for `CCNC(=O)NC(=O)C(C)OC(=O)c1cc(S(=O)(=O)N2CCCCCC2)ccc1OC` (stereo not given)?
Salmonella PhoP GFP: 2%; tuberculosis growth: 13%; inhibitors of VEEV: 1.5%; H37Rv inhibition: 0%; influenza NS1A: -124%

Results for Cc1cc(=O)oc2cc(OCC(=O)N3c4ccccc4NC(=O)C3(C)C)ccc12 ?
tuberculosis growth: 14%; inhibitors of VEEV: 8.3%; H37Rv inhibition: -3%; influenza NS1A: -16%

Results for COC(=O)c1cccc(C(=O)N2CCC(CO)(Cc3ccccc3Cl)CC2)c1 ?
Salmonella PhoP GFP: -9%; tuberculosis growth: -5%; inhibitors of VEEV: 8.4%; H37Rv inhibition: 5%; influenza NS1A: 7%

How did Cc1c(CCC(=O)NCCCn2ccnc2)c(=O)oc2cc3oc4c(c3cc12)CCCC4 do in these assays?
Salmonella PhoP GFP: -5%; tuberculosis growth: 80%; inhibitors of VEEV: 5.7%; H37Rv inhibition: inconclusive; influenza NS1A: 11%

Results for C/C(=N\Nc1ccc(Cl)cc1)c1c(O)cc(C)oc1=O ?
Salmonella PhoP GFP: 1%; tuberculosis growth: 3.6µM*; inhibitors of VEEV: 2.4%; H37Rv inhibition: inconclusive

How did CC(=O)N1CCN(S(=O)(=O)c2ccc(C)c([N+](=O)[O-])c2)C1C(C)C (stereo not given) do in these assays?
Salmonella PhoP GFP: 16%; tuberculosis growth: -16%; inhibitors of VEEV: 1.6%; H37Rv inhibition: -10%; influenza NS1A: 9%

How did COC(=O)c1ccc(CO/N=C(\NC(C)=O)c2nonc2NC(C)=O)cc1 do in these assays?
Salmonella PhoP GFP: -3%; tuberculosis growth: -6%; inhibitors of VEEV: 0.6%; H37Rv inhibition: 5%; influenza NS1A: -7%

What do the screens show for `Cc1ccc2c(c1)N(C(=O)CCC(=O)NCc1cccnc1)CC(C)O2` (stereo not given)?
Salmonella PhoP GFP: -1%; tuberculosis growth: -30%; inhibitors of VEEV: inactive; H37Rv inhibition: -4%; influenza NS1A: 5%; inhibitors of VEEV 10K pilot screen: 1.3

What do the screens show for `O=[N+]([O-])C1=CC=C2C(=NC3(CCCCC3)N2O)C1=NCCc1ccccc1`?
inhibitors of VEEV: 1.6%; influenza NS1A: -5%

What do the screens show for `S=C(NCC1CCCCC1)Nc1ccc(Oc2ccccc2)cc1`?
Salmonella PhoP GFP: -2%; tuberculosis growth: inconclusive; inhibitors of VEEV: inactive; H37Rv inhibition: 53%; influenza NS1A: -16%

How did CC(C)C(C)(NC(=O)c1cccn(Cc2ccc3c(c2)OC(F)(F)O3)c1=O)C(N)=O (stereo not given) do in these assays?
Salmonella PhoP GFP: -4%; tuberculosis growth: 44%; inhibitors of VEEV: inactive; H37Rv inhibition: 4%; influenza NS1A: -1%

Results for COc1ccc(/C=N/NC(=O)CN2CCCCCCC2)c(C)c1C ?
Salmonella PhoP GFP: 20%; tuberculosis growth: -4%; inhibitors of VEEV: inactive; H37Rv inhibition: 1%; influenza NS1A: 9%

Results for COc1ccc(N(CC(=O)N2CCN(Cc3ccccc3)CC2)S(=O)(=O)c2ccccc2)cc1 ?
Salmonella PhoP GFP: -2%; tuberculosis growth: 23%; inhibitors of VEEV: 2.1%; H37Rv inhibition: -8%; influenza NS1A: -2%

How did O=C(N/N=C/c1ccc2nccnc2c1)c1ccncc1 do in these assays?
Salmonella PhoP GFP: 6%; tuberculosis growth: 46%; inhibitors of VEEV: 0.8%; H37Rv inhibition: inconclusive; influenza NS1A: -9%

The last three entries of the part before lead into the next:
Results for COc1ccc(/C=N/NC(=O)CN2CCCCCCC2)c(C)c1C ?
Salmonella PhoP GFP: 20%; tuberculosis growth: -4%; inhibitors of VEEV: inactive; H37Rv inhibition: 1%; influenza NS1A: 9%

Results for COc1ccc(N(CC(=O)N2CCN(Cc3ccccc3)CC2)S(=O)(=O)c2ccccc2)cc1 ?
Salmonella PhoP GFP: -2%; tuberculosis growth: 23%; inhibitors of VEEV: 2.1%; H37Rv inhibition: -8%; influenza NS1A: -2%

How did O=C(N/N=C/c1ccc2nccnc2c1)c1ccncc1 do in these assays?
Salmonella PhoP GFP: 6%; tuberculosis growth: 46%; inhibitors of VEEV: 0.8%; H37Rv inhibition: inconclusive; influenza NS1A: -9%

Results for C#CCN(Cc1ccco1)C(=O)c1cc(COc2ccc(F)cc2Cl)on1 ?
Salmonella PhoP GFP: 4%; tuberculosis growth: 11%; inhibitors of VEEV: 0.8%; H37Rv inhibition: 35%; influenza NS1A: -3%

Results for COC(=O)C(C(=O)OC)N1C(=O)CCC1=O ?
Salmonella PhoP GFP: 3%; tuberculosis growth: 10%; inhibitors of VEEV: 5.3%; H37Rv inhibition: 2%; influenza NS1A: -5%

What do the screens show for `O=Cc1c(Sc2ccccc2)nc2ccccn2c1=O`?
Salmonella PhoP GFP: -2%; tuberculosis growth: 26%; inhibitors of VEEV: 4.0%; H37Rv inhibition: -6%; influenza NS1A: 0%

How did O=C(CSc1nnnn1C1CCCCC1)NNC(=O)c1ccco1 do in these assays?
Salmonella PhoP GFP: 8%; tuberculosis growth: -2%; inhibitors of VEEV: 0.5%; H37Rv inhibition: -3%; influenza NS1A: -18%

How did COc1ccc(C(C)=O)cc1COC(=O)c1ccc(S(=O)(=O)N2CCOCC2)cc1 do in these assays?
Salmonella PhoP GFP: 4%; tuberculosis growth: 4%; inhibitors of VEEV: 1.3%; H37Rv inhibition: -5%; influenza NS1A: 0%

Results for O=C(NC1CCCCCC1)c1cc(S(=O)(=O)N2CCC3(CC2)OCCO3)ccc1F ?
Salmonella PhoP GFP: -6%; tuberculosis growth: 18%; inhibitors of VEEV: inactive; H37Rv inhibition: 2%; influenza NS1A: 26%

Results for COCC(C)n1c(C)cc(C(=O)COC(=O)CCc2nc3ccccc3c(=O)[nH]2)c1C (stereo not given) ?
Salmonella PhoP GFP: 0%; tuberculosis growth: 0%; inhibitors of VEEV: inactive; H37Rv inhibition: -3%; influenza NS1A: 5%

Results for CC1=C(C)CC2C(C1)C(=O)c1ccc(Br)cc1S2(=O)=O (stereo not given) ?
tuberculosis growth: -4%; inhibitors of VEEV: 0.9%; H37Rv inhibition: 0%; influenza NS1A: -11%; inhibitors of VEEV 10K pilot screen: 0.8

What do the screens show for `O=C(CCNS(=O)(=O)c1cccc2nsnc12)NC1CCN(Cc2ccccc2)CC1`?
Salmonella PhoP GFP: -6%; tuberculosis growth: -1%; inhibitors of VEEV: 0.7%; influenza NS1A: -9%

How did O=C(Nc1ccc(OC(=O)c2cccnc2)cc1)c1cccnc1 do in these assays?
Salmonella PhoP GFP: 4%; tuberculosis growth: 9%; inhibitors of VEEV: 4.1%; H37Rv inhibition: -1%; influenza NS1A: 6%

Results for COc1ccccc1Nc1nc(NCCO)nc(N)c1[N+](=O)[O-] ?
Salmonella PhoP GFP: 4%; tuberculosis growth: -13%; inhibitors of VEEV: 10%; H37Rv inhibition: -3%

How did Cc1ccc(NC(=O)CCCC(=O)OC(C)C(=O)c2ccccc2)cc1 (stereo not given) do in these assays?
Salmonella PhoP GFP: -4%; tuberculosis growth: 11%; inhibitors of VEEV: 1.2%; H37Rv inhibition: -8%; influenza NS1A: -10%

How did O=C(CCNC(=O)C1CCN(S(=O)(=O)c2ccccc2)CC1)NCCc1cccc(F)c1 do in these assays?
Salmonella PhoP GFP: 4%; tuberculosis growth: 0%; inhibitors of VEEV: 0.3%; H37Rv inhibition: 2%; influenza NS1A: -9%

How did CC(C)S(=O)(=O)C1=NSC2=NC(=O)/C(=C\c3ccc(-c4ccccc4)o3)C(=N)N21 do in these assays?
Salmonella PhoP GFP: -5%; tuberculosis growth: 11%; inhibitors of VEEV: 3.6%; H37Rv inhibition: -1%; influenza NS1A: 14%

Results for Cc1cccc(NC(=O)CCNS(=O)(=O)c2ccc3[nH]c(=O)oc3c2)c1 ?
Salmonella PhoP GFP: -4%; tuberculosis growth: 15%; inhibitors of VEEV: 0.4%; H37Rv inhibition: -3%; influenza NS1A: 2%

How did O=C(CCSCCC(=O)Nc1c(F)c(F)c(F)c(F)c1F)Nc1c(F)c(F)c(F)c(F)c1F do in these assays?
Salmonella PhoP GFP: -6%; tuberculosis growth: 18%; inhibitors of VEEV: 1.2%; H37Rv inhibition: 4%; influenza NS1A: 17%

How did Cc1ccc(Cc2c(C)nc3nc(SCC(=O)NCCCN4CCCCCC4)nn3c2C)cc1 do in these assays?
Salmonella PhoP GFP: 21%; tuberculosis growth: 27%; H37Rv inhibition: 7%

Results for O=C(NCCCCCCCCCNC(=O)C(F)(F)F)C(F)(F)F ?
Salmonella PhoP GFP: -2%; tuberculosis growth: 45%; inhibitors of VEEV: 1.7%; H37Rv inhibition: 11%; influenza NS1A: 26%

Results for Cc1oc(-c2ccccc2Cl)nc1CS(=O)CC(=O)N1CCN(c2ccccc2)CC1 (stereo not given) ?
Salmonella PhoP GFP: -4%; tuberculosis growth: 2%; inhibitors of VEEV: 0.9%; H37Rv inhibition: -3%; influenza NS1A: 4%

How did CCCC(=O)NC(=S)Nc1cccc(NC(=O)c2ccccc2)c1 do in these assays?
Salmonella PhoP GFP: -5%; tuberculosis growth: 25%; inhibitors of VEEV: 9.1%; H37Rv inhibition: 7%; influenza NS1A: -5%

Results for Cn1c(N)c(C(=O)Nc2c(Cl)cccc2Cl)sc1=S ?
Salmonella PhoP GFP: -14%; tuberculosis growth: 0%; inhibitors of VEEV: 0.0%; H37Rv inhibition: 7%; influenza NS1A: 11%

An unsorted share of the library (roughly 1.5% active in at least one column).
